BB579 growth dn – reduces growth of yeast BB579 in restrictive medium. hit rate 0.51% among 140,000. S. cerevisiae BB579 growth, OD615, 48 h. inhibition, % at 10 µM;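 active = inhibition above a set limit, 3 SD over the mean compound inhibition, cut at about 44% in these data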; also: inactives centre near -24
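Test system: S. cerevisiae DeaD strain BB579 yeast; Medium: restrictive CSMM-D medium; Compound: one dose, 10 µM compound with 0.25% DMSO; Incubation: 4 h cell preincubation, 48 h compound exposure, 30 °C humidified; Signal: OD at 615 nm; Benchmarks: amphotericin B at 10 µg/mL as positive control.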
bCat KO growth – beta-catenin-lacking colon tumor cell growth suppression; viability, % at 10 µM; hit rate 1.5% among 140,000; HCT116 beta-catenin knockout viability, CellTiter-Glo, 60 h; active compounds read low;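 active = viability at or under a set limit, the compound median less 4 SD, cut at about 6% in these data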;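 also: 0% = Hyamine 1622 control at 20 µM and 100% = untreated cell control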
Yeast lifespan up – extends the lifespan of yeast. S. cerevisiae growth with nicotinamide, OD615; deaD strain in restrictive glucose medium. inhibition of the nicotinamide effect, % at 10 µM. hit rate 0.68% among 130,000. AID 775;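 active = inhibition above a set limit, placed 3 SD over the median of all compounds, cut at about 26% in these data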;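 also: 0% = nicotinamide-treated wells and 100% = cells grown without nicotinamide; some compounds called inactive have numbers as strong as hits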
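Test system: DeaD-strain S. cerevisiae / Buffer or medium: restrictive glucose medium / Also added: nicotinamide 1.5 mM / Doses: one concentration, 10 µM, DMSO 0.25% / Schedule: 48 h at 30 °C / Signal: OD615 measurement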
GALR2 antag – GALR2 (human) receptor antagonism; inhibition, % at 4 µM; hit rate 0.39% among 140,000; O43603; AID 828; GALR2-expressing cells, antagonist mode; in the data active = inhibition above about 27%;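 also: cells stimulated with galanin 1-16 at roughly its EC80; 0% = agonist challenge control and 100% = basal control without agonist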
Target sequence (O43603 whole entry, looked up): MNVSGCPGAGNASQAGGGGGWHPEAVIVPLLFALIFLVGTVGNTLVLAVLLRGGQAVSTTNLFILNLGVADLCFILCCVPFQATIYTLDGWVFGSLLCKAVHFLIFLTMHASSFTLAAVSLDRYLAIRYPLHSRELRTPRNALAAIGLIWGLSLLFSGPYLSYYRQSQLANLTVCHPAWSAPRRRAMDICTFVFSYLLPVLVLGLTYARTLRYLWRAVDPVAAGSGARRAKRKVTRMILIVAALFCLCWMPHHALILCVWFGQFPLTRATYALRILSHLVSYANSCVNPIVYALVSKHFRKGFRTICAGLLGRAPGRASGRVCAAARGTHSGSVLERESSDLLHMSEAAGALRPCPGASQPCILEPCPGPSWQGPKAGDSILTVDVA
Measles CPE – protection of cells from measles virus; protection (pct of control), % at 4 µM; AID 841; Measles virus-infected cells, CPE protection, absorbance; hit rate 1.5% among 140,000; in the data active = protection mostly above about 24%, no sharp cut-off; inactive = mostly below about 26%; also: some compounds called inactive have numbers as strong as hits
E-sel TNF inh – blocks E-selectin expression induced by TNF alpha | HUVEC TNFa-induced E-selectin immunofluorescence, high content | inhibition, % at 2 µM | hit rate 0.71% among 120,000;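 active = inhibition above the batch mean plus 3 SD, and confirmed as a hit on visual image review, cut at about 43% in these data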;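 also: 0% = TNF-stimulated DMSO wells and 100% = unstimulated control wells; not every result past the cut was called active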
HCT116 PTEN-null – suppresses growth of cells with PTEN deletion; HCT116 PTEN-null viability, CellTiter-Glo, 60 h; active compounds read low; viability, % at 10 µM; hit rate 1.2% among 140,000;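 active = viability at or below a set limit, 4 SD under the median of all tested compounds, cut at about 3.7% in these data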;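 also: PTEN knockout HCT116 line with beta catenin targeted HCT116 as companion control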
Phagocyt inh – macrophage phagocytosis inhibition. inhibition, % at 5 µM. hit rate 0.07% among 110,000. J774A.1 macrophage IgG-bead phagocytosis, imaging;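 active = inhibition above the mean of the plate negative controls plus 5 SD, cut at about 13% in these data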;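 also: phagocytic index as fraction of beads internalized from green versus red external bead signal; plate controls were DMSO negative control for no effect and cytochalasin-D positive control for full effect; some results beyond the cut were filed as inactive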
NPY-Y2 antag – NPY-Y2 (human) receptor antagonism. NPY-Y2 expressing cells, antagonist mode. inhibition, % at 2.7 µM. hit rate 0.99% among 140,000. AID 793; in the data active = inhibition above about 17%;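 also: 0% = vehicle with agonist challenge and 100% = reference antagonist with challenge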
Target sequence (P49146 whole entry, looked up): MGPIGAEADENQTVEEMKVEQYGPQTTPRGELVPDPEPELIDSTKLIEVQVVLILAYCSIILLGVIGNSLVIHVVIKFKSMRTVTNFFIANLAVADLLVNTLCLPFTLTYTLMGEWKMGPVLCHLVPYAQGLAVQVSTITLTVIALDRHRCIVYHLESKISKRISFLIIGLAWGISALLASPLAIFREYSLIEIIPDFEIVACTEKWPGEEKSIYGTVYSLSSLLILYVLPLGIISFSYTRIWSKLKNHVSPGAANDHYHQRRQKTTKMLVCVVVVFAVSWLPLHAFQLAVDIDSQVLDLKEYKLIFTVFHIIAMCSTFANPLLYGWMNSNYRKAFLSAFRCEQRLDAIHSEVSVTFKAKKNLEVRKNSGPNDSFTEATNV
MRP1 act – activates MRP-1; AID 799; viability increase, % at 10 µM; H69AR cells + doxorubicin, viability rescue, CellTiter-Glo; hit rate 0.61% among 140,000;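 active = viability gain under doxorubicin at or above a set limit, the compound median plus 3 SD, cut at about 4.7% in these data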;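 also: MRP-1 overexpressing cells given doxorubicin 25 µM after compound pretreatment; 18-22 h compound pretreatment then 72 h with doxorubicin before readout; 0% = doxorubicin-only wells and 100% = vehicle-treated cells without doxorubicin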
Active calls of the source: *; · = not tested or not shown.

Below each compound: E-sel TNF inh	BB579 growth dn	Measles CPE	GALR2 antag	Phagocyt inh	bCat KO growth	Yeast lifespan up	HCT116 PTEN-null	MRP1 act	NPY-Y2 antag
CCSC1=N/C(=C\c2ccc(C(=O)O)cc2)C(=O)S1
    ·	4	7	2	0	96	1	101	-3.1	2
CCc1nc2ccccc2c(NC(=O)CN2CCC(C)CC2)c1C
    -6	-19	37	6	3	87	-5	90	-3.0	-1
CCc1c(C(=O)Nc2ccc(S(=O)(=O)N3CCOCC3)cc2)csc1C
    -15	4	14	10	3	74	-13	68	-1.2	0
COC(=O)C1(c2ccccc2)NC(c2cccs2)C2C(=O)N(c3ccccc3)C(=O)C21 (configuration not stated)
    -13	-14	6	-4	·	90	·	95	-1.4	4
O=C(CCNC(=O)c1ccc(Cl)cc1)Nc1c(F)c(F)cc(F)c1F
    -9	-26	4	1	-13	85	-3	90	-1.1	0
Nc1nnc(-c2ccc(Cl)cc2)s1
    2	1	11	5	0	99	-15	108	1.0	2
O=C1NC(Cc2c[nH]c3ccccc23)C(=O)N1CCOc1ccccc1 (configuration not stated)
    -29	-25	13	-3	0	98	-5	98	-1.0	2
O=C(O)c1cc([N+](=O)[O-])c(N2CCCC2)c([N+](=O)[O-])c1
    ·	-1	·	3	·	93	-1	90	1.9	2
O=C(CNC(=O)c1ccccc1F)N/N=C/c1cc(Br)ccc1OC(=O)/C=C/c1ccco1
    ·	-63	3	8	-5	15	-3	9	1.6	2
CCc1nnc(N/N=C/c2ccccc2Cl)n1N
    ·	-23	6	20	·	106	-19	103	0.0	1
CC(/C=N/NC(=O)c1ccncc1)=C\c1ccccc1
    -26	-6	25	2	·	99	-7	98	1.6	9
COc1ccc(-n2cc(-c3ccc(C)cc3)[n+]3c2SCC3)cc1
    ·	2	6	-9	-8	15	1	14	-2.9	2
Cc1c(NS(=O)(=O)c2ccc3c(c2)CCN3C(=O)C2CC2)c(=O)n(-c2ccccc2)n1C
    12	-17	25	5	·	98	2	103	-1.4	3
COc1ccc(NC(=O)C2CCCO2)cc1 (configuration not stated)
    11	-25	6	-1	·	95	·	91	1.6	4
Cc1ccc(-n2nc(C)c3c(C(=O)OCC(=O)N(C)C4CCS(=O)(=O)C4)cc(-c4ccccc4)nc32)cc1 (configuration not stated)
    -6	-38	10	-9	2	73	2	67	-0.8	1
O=S(=O)(NCCOCC(F)(F)C(F)F)c1ccc2oc3ccccc3c2c1
    ·	-32	14	-8	1	77	-9	79	0.2	1
Cn1c(CN2CCCC2)nc2cc(NC(=O)c3ccco3)ccc21
    -3	-40	4	5	0	85	-25	82	-2.1	1
Cc1ccc(C(=O)Nc2ccc3c(c2)OCCO3)o1
    -13	-2	5	2	-2	71	-12	73	0.7	11
CCCCNc1cc(C)oc(=O)c1C(C)=O
    -30	-29	13	0	0	93	-17	91	-3.2	-2
Cc1ccc(S(=O)(=O)N(C)CC(=O)Nc2cccc(C)n2)cc1
    4	-22	33	-3	-2	75	-15	83	-1.7	0
O=C(Nc1cc(C(F)(F)F)ccc1N1CCOCC1)c1ccc(Br)o1
    -7	10	3	1	1	84	-24	80	-2.1	2
COc1cccc(C2OC(=O)c3ccccc3N2C(C)=O)c1OC(C)=O (configuration not stated)
    ·	-41	3	5	-3	93	-1	94	-1.7	0
O=C(O)CCc1ccc(-c2ccccc2)n1CC(=O)O
    -24	-3	9	-8	·	98	-5	94	-2.1	-3
Cc1cccc(N2CCN(C(=O)/C=C/c3ccco3)CC2)c1C
    2	-40	13	-6	-12	97	-2	103	-0.2	3
O=C(NCc1ccc2[nH]c3c(c2c1)CCCC3)c1ccc(S(=O)(=O)N2CCCC2)cc1
    -10	-28	4	8	·	69	3	73	2.7	-3
COc1ccc(S(=O)(=O)c2ccc(OC)cc2)cc1
    4	-75	1	-4	0	102	-7	106	-0.9	-1
COc1ccc(/C=C/C(=O)Nc2ccc3c(c2)OCCO3)cc1OC
    ·	-9	18	13	-6	80	-3	83	-2.2	-2
O=C(Nc1c(C(=O)Nc2ccccc2)cnn1-c1ccccc1)c1ccco1
    ·	-18	1	-10	-1	103	-13	104	-1.7	1
COCCn1c(C)cc(C(=O)COC(=O)c2cncc(Br)c2)c1C
    ·	-14	26	7	-7	89	-7	90	-1.2	1
COc1cccc(C(C(=O)NC(C)(C)C)N(C(=O)CCC(=O)Nc2cc(C)on2)C2CC2)c1OC (configuration not stated)
    67*	21	19	-2	2	97	-5	100	-2.4	2
NC(N)=NC(N)=NCCc1ccccc1
    ·	-15	43	8	·	69	5	74	-0.2	2
CCn1c(COc2cccc(C)c2)nnc1SCC(=O)CC(=O)Nc1ccccc1OC
    ·	-15	24	-4	-1	89	-5	90	-2.6	3
CCOC(=O)c1c(C)[nH]c2c1cc(O)c1ccccc12
    -14	-53	2	20	·	79	-5	84	-4.2	0
Cc1cccn2c(=O)c3cc(C(=O)N4c5ccccc5CC4C)n(C)c3nc12 (configuration not stated)
    ·	17	6	-8	0	63	-27	45	-2.4	3
Cn1c(SCC(=O)Nc2ccccc2)nc(O)cc1=O
    -21	62*	5	4	·	98	-5	99	-2.0	2
Cc1nc2scc(-c3ccco3)c2c(=O)n1/N=C/N(C)C
    24	-24	10	-9	-2	86	-22	86	-2.0	-2
Cc1noc(/C=C/c2ccco2)c1S(=O)(=O)N1CCC(C(=O)N2c3ccccc3CC2C)CC1 (configuration not stated)
    -59	-18	5	14	2	77	-1	75	-2.5	1
N#Cc1c(-c2ccco2)nc(NCC2CCCO2)[nH]c1=O (configuration not stated)
    -22	-11	14	5	-3	102	-3	93	-0.9	7
CCc1ccc2oc(-c3cc(N=Cc4cccc(OC)c4O)ccc3O)nc2c1
    ·	-50	3	11	0	77	-8	74	-1.8	0
O=S1(=O)N=C(Nc2ccc(S(=O)(=O)N3CCCCC3)cc2)c2ccccc21
    -29	-29	7	6	-1	46	-1	51	-4.5	0
CCN1CCN(C(=O)c2sc3nc(C)nc(N4CCC(C)CC4)c3c2C)CC1
    -3	3	16	6	0	83	-13	95	-0.8	6
CCCN(C(=O)c1ccco1)c1nnc(-c2ccncc2)s1
    5	-33	7	-9	·	96	·	91	-3.6	3
C/C(=N\NC(=S)Nc1c(C)cccc1C)c1cc2ccccc2o1
    9	-48	9	1	-5	51	11	63	-0.6	1
COc1cccc(C2C3=C(CC(C)(C)CC3=O)Nc3cc4c(cc32)OCO4)c1 (configuration not stated)
    20	-13	12	13	·	94	-7	94	-2.2	0
O=C(COC(=O)c1cc(-c2ccncc2)nc2ccccc12)Nc1ccc2c(c1)OCO2
    ·	-29	15	9	-3	106	-2	95	-1.3	0
S=c1[nH]nc(-c2ccccc2)n1/N=C/c1cccs1
    -11	-64	11	5	0	98	-9	101	-1.1	2
Cc1cc(NC(=O)CSc2ccc(-c3ccccc3)nn2)no1
    3	-11	2	4	·	91	-5	97	-4.1	0
Nc1c(C(=O)c2ccc(Br)s2)oc2ccccc12
    -10	-30	14	20	-1	77	-14	73	-4.3	3
Cc1cc(C)c(C#N)c(SCC(=O)N2CCCCC2)n1
    25	-20	6	4	0	99	-19	90	-1.9	5
CCOc1cc(/C=N/NC(=O)c2ccc(CN3CCOCC3)cc2)ccc1OCc1ccccc1
    -7	-40	4	8	-8	61	-4	57	-1.7	3

Additional results follow:
Below each compound: E-sel TNF inh	BB579 growth dn	Measles CPE	GALR2 antag	Phagocyt inh	bCat KO growth	Yeast lifespan up	HCT116 PTEN-null	MRP1 act	NPY-Y2 antag
Clc1ccccc1OCCn1ccnc1
    -1	15	23	8	-1	98	-15	97	-2.9	1
COCCCN1C(=O)C(=O)/C(=C(/O)c2ccc(OC)cc2)C1c1cccc(OC)c1 (configuration not stated)
    -9	-22	2	-5	5	102	-11	88	-1.7	4
CCC(C)(C)n1nnnc1C(c1ccc(C)cc1)N(Cc1ccco1)Cc1cccs1 (configuration not stated)
    -6	-33	2	-2	0	40	14	36	-2.8	22*
C=C(C)c1cccc(C(C)(C)NC(=O)N2CCOCC2)c1
    -1	-60	13	0	1	87	-9	104	-1.0	1
O=C(NCCN1CCCC1)c1ccc2c(c1)N(Cc1ccc(F)cc1)C(=O)c1ccccc1S2=O (configuration not stated)
    -19	-15	16	11	-1	59	-2	70	-3.5	-1
COc1ccc2nc(NC(=O)C3CCCN(S(=O)(=O)c4cccc5nonc45)C3)sc2c1 (configuration not stated)
    -3	-52	2	2	·	69	-7	62	-4.1	-6
O=C(c1ccc2c(c1)OCCO2)C1CCN(S(=O)(=O)c2ccc(F)cc2)CC1
    ·	-53	6	-1	1	79	-8	87	-3.0	6
Nc1nc(NC(=O)c2ccc(Cl)cc2)nn1-c1ccccc1
    34	-17	8	11	1	76	1	75	-0.1	1
O=C(CSc1nc2ccccc2c(=O)[nH]1)N1CCN(S(=O)(=O)c2ccccc2)CC1
    ·	-32	8	8	·	111	-23	98	-0.9	2
OC1(c2ccc3ccccc3c2)CCN(Cc2ccccc2)C1 (configuration not stated)
    15	-32	5	-2	2	87	-16	76	-4.7	7

Look-ups from the entries so far:
NPY-Y2 antag, Nc1nc(NC(=O)c2ccc(Cl)cc2)nn1-c1ccccc1 stands at 1
Measles CPE, CCC(C)(C)n1nnnc1C(c1ccc(C)cc1)N(Cc1ccco1)Cc1cccs1 (configuration not stated) stands at 2

(listing goes on)
Below each compound: E-sel TNF inh	BB579 growth dn	Measles CPE	GALR2 antag	Phagocyt inh	bCat KO growth	Yeast lifespan up	HCT116 PTEN-null	MRP1 act	NPY-Y2 antag
O=C(CSCc1cccc(Br)c1)N/N=C/c1ccc2c(c1)OCO2
    10	-14	15	-9	·	95	-28	83	-2.0	8
COc1ccc(-n2c(NCCN(C)C)nc3sc4c(c3c2=O)CCCCC4)cc1
    5	-22	6	-16	0	56	-2	43	-5.9	3
Cc1ccc(S(=O)(=O)N2CCN(C(=O)CN3CCCC3)C2)cc1
    -8	-18	4	4	-1	97	-1	97	-1.9	5
CNC(=S)NN(C)c1nc(C)cc(C)n1
    ·	-21	6	4	-2	94	4	91	0.2	3
O=C(O)c1cc(-c2ccccc2Cl)n[nH]1
    12	-49	16	-13	1	105	-2	106	0.9	4
COc1ccc(CCC(C)Nc2cccc(F)c2)cc1 (configuration not stated)
    6	-35	5	-16	0	94	-21	87	-1.9	5
CCc1ccc(S(=O)(=O)/N=C2/C=C(Sc3ncn[nH]3)C(=O)c3ccccc32)cc1
    -4	-24	2	25	-2	2.5*	7	3.4*	-4.0	2
Cc1ccc(CNC(=O)C2CCCCC2C(=O)O)cc1 (configuration not stated)
    11	-5	6	-8	0	91	-9	92	1.1	0
O=C(c1ccc(CS(=O)(=O)c2ccc(Br)cc2)o1)N1CCN(C2CCCCC2)CC1
    -8	-20	14	4	0	92	-1	103	-2.5	2
CCC(CO)NCc1ccc(OC2CCCC2)cc1 (configuration not stated)
    -7	-24	2	11	·	88	·	99	-0.7	3
COc1cc(OC)cc(-c2nnc(Sc3ccc(C=O)cc3[N+](=O)[O-])o2)c1
    -4	-45	4	-4	0	13	-11	23	-6.6	1

Not a hit list. About 6.1% of those tested had a hit in this group.
